From PubChem
PfG6PD inh: PfG6PD (Plasmodium falciparum) enzyme inhibition | 350,000 compounds, 0.78% hits | inhibition, % at 20 µM | PfGluPho enzyme, NADPH resazurin-diaphorase fluorescence;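 active = inhibition reaching at least a set limit at 20 µM in the primary screen, cut at about 59% in these data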;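 note: 0% = DMSO wells with substrate and 100% = DMSO wells lacking glucose-6-phosphate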
ATG4B inhibitor: ATG4B (human) cysteine protease inhibition. Q9Y4P1. ATG4B cleavage of LC3-PLA2, NBD-HPC fluorescence, 1 h. inhibition, % at 8.33 µM. 340,000 compounds, 0.51% hits; in the data active = inhibition above about 40%
SENP6 block: blocks the human protease SENP6. Q9GZR1. Recombinant SENP6 catalytic domain, aminoluciferin luminescence. inhibition, % at 10 µM. 330,000 compounds, 1.8% hits. AID 2599;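 active = inhibition above about 50% at the single tested dose, limit read from the data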;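 note: plate controls were DMSO wells with enzyme for no effect and DMSO wells lacking enzyme for full effect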
Target sequence (Q9GZR1 628-1112 limits assumed): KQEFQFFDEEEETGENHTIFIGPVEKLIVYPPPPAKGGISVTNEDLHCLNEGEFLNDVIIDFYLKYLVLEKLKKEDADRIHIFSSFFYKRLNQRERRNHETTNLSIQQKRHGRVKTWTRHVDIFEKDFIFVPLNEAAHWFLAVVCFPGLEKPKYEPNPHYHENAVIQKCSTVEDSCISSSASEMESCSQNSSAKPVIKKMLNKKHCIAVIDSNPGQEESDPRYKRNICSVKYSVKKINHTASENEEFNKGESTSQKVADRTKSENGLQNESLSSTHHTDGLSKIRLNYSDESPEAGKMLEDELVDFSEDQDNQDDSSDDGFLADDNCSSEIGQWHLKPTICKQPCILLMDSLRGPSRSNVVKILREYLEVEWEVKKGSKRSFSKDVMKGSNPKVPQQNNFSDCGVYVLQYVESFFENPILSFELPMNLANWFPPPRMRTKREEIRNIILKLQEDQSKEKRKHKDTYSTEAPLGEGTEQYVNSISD
SENP8 block: SENP8 (human) protease inhibition; inhibition, % at 20 µM; Q96LD8; recombinant SENP8, Nedd8 substrate fluorescence; 360,000 compounds, 0.64% hits; AID 602440; in the data active = inhibition mostly above about 40%, no sharp cut-off; inactive = mostly below about 27%
Target sequence (Q96LD8 whole entry, looked up): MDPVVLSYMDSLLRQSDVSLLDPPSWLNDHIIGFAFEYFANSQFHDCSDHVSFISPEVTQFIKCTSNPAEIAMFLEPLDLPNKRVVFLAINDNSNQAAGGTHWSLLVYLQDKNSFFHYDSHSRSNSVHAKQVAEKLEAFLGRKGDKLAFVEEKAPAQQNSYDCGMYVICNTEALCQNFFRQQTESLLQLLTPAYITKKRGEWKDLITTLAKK
SENP1 FRET inh: SENP1 (human) catalytic domain inhibition | Q9P0U3 | recombinant SENP1 catalytic domain, CyPet-SUMO1-YPet FRET cleavage | inhibition, % at 10 µM | 360,000 compounds, 0.21% hits | AID 624204;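 active = inhibition at least 30% at 10 µM, raw YFP signal under a set limit, fluorescence ratio 0.5 to 1.5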;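 note: 0% = enzyme with DMSO and 100% = no enzyme wells; some results filed as inactive read as strong as hits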
Target sequence (Q9P0U3 419-644 limits assumed): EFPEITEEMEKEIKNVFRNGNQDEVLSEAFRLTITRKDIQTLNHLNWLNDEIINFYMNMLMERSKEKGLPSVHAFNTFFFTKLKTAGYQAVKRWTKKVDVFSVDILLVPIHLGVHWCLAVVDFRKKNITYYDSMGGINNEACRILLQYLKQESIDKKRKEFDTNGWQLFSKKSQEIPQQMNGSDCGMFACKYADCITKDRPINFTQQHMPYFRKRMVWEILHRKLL
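Material: hSENP1 catalytic domain, recombinant; medium: Tris pH 8 with BME, BSA, NP40 and catalase; compound: single concentration of 10 µM compound, 0.5% DMSO final; technique: FRET read of cyan and yellow fluorescence; timing: 50 min enzyme reaction, room temperature, light-protected; reagent: SFCypet-SUMO1-SFYpet substrate at 25 nM; control set: no-enzyme low, enzyme-DMSO high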
NR3A LBD binder: modulates the human NR3A ligand-binding domain; AID 1259313; NR3A LBD differential scanning fluorimetry, Tm shift; 0% = protein alone, 100% = glycine-bound protein; Tm shift relative to glycine control, % at 25 µM; 340,000 compounds, 2.5% hits;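 active = melting temperature shift of at least 10% of the positive control shift, at one fixed dose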
hIAP activ: increases human intestinal alkaline phosphatase activity | P09923 | purified human IAP, CDP-Star luminescence, 30 min; hits give high values; 1 = vehicle-only enzyme, 0 = enzyme-free background | activation factor at 10 µM | 330,000 compounds, 0.16% hits | AID 2524;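 active = activation factor of the enzyme at least 2-fold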; note: the source names both 10 and 20 µM as test concentration; values of inactives mirror those of a sister screen read the other way
MPTP block: blocks calcium-induced mitochondrial swelling. isolated mouse mitochondria, Ca2+ swelling absorbance, 30 min. inhibition, % at 10 µM. 360,000 compounds, 1.4% hits;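 active = inhibition of 50% or more, scaled per plate between neutral and stimulator controls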;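 note: 0% = DMSO wells given calcium and 100% = 1 mM EGTA wells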
Starred values were filed as active, the others as inactive; i = inactive; . = not tested or not shown.

SMILES	PfG6PD inh	ATG4B inhibitor	SENP6 block	SENP8 block	SENP1 FRET inh	NR3A LBD binder	hIAP activ	MPTP block
CC1CCCCC1NC(=O)CCn1ccc2cc(S(=O)(=O)N3CCCC3)ccc21 (stereo not given)	6	-9	5	11	1	-1	1.1	-1.0
COc1ccc(Br)cc1CN(C)CC(=O)Nc1cc(Cl)cc(Cl)c1	19	-1	-15	6	1	-15	0.99	7.0
CC(C)(C)[C@H]1COC(=O)CC/C=C\C[C@H](CC(=O)N(CCO)Cc2ccccc2)C(=O)N1	-7	-3	-18	10	1	-2	0.98	0.8
Cc1cc(C)n2nc(C(=O)OC(C)C(=O)c3cc(C)c(C)cc3C)nc2n1 (stereo not given)	-1	-4	7	6	0	1	1.2	0.4
CCOC(=O)c1c(N)sc(C(N)=O)c1C	25	-2	-1	10	-2	1	0.99	-0.1
COc1cc(CNC(C)(C)C)ccc1OCC(=O)NC(C)(C)C	-6	-3	8	11	1	0	1.2	-2.6
O=C(c1n[nH]c2ccccc12)N1CCN(c2ccc(F)cc2)CC1	-9	0	7	19	-1	0	1	3.9
CCCCCCOC1(c2ccccc2)OC(=O)c2ccccc21 (stereo not given)	13	3	-16	14	0	-1	0.98	7.5
CCc1ccc(/C=C2\SC(=S)N(CCCC(=O)NCCCN3CCOCC3)C2=O)cc1	15	.	.	18	3	.	.	1.1
Cc1nc2scc(-c3cccs3)c2c(=O)n1N	-1	-5	11	0	0	1	1.1	-3.1
c1ccc(C2=Nc3cccc4cccc(c34)N2)cc1	30	56*	4	27	0	5	1	5.2
N=C1S/C(=C\c2ccccc2)C(=O)N1c1ccc(F)cc1	11	0	-16	-1	-1	5	1.3	4.8
N#CC1(NC(=O)CSc2nnc(-c3ccccc3F)o2)CCCCC1	-11	-5	-2	6	2	0	1.1	-1.7
Cc1cc(C(F)F)n2ncc(C(=O)NCc3ccc(F)cc3)c2n1	8	-3	-5	-63	1	0	1	0.6
Cc1cc(=O)[nH]c(N=N/C(=N/Nc2ccc(O)cc2)c2ccccc2)n1	-17	-1	61*	11	48*	-13	1.2	20
CCOC(=O)c1sc2nc(C)nc(SCC(=O)N(C)C3CCS(=O)(=O)C3)c2c1C (stereo not given)	-8	-9	-2	-48	-6	1	1	1.2
Cc1cc(C(=O)NNC(=O)C2CCCC2)c(C)o1	-2	-2	2	15	-1	0	0.9	0.6
O=C(O)CCSc1nc2ccccc2n1-c1ccccc1	-22	10	11	11	0	-1	1.2	0.0
Cc1ccc2nc(SCC(=O)NC(=O)NCc3ccco3)[nH]c2c1	2	-14	-10	3	-1	1	1	-2.1
Cc1cccc(NC(=O)C2c3ccccc3Oc3ccccc32)n1	-7	0	-1	14	1	-1	1.3	-1.1
O=C(Nc1cccnc1)C1OCCc2ccccc21 (stereo not given)	-1	-7	-20	-27	0	0	1.1	1.5
COc1ccc(CNCC(O)(c2ccc(F)cc2)c2ccc(F)cc2)cc1	11	14	-1	1	1	1	1	73*
Cc1cccc(C(=O)NC(=S)NCc2ccccc2)c1	-4	33	-4	17	3	1	0.95	0.5
COc1cc(/C=C2/C(=O)NN(c3ccc(Cl)c(Cl)c3)C2=O)cc([N+](=O)[O-])c1O	-12	38	.	34	6	6	.	1.8
O=C(c1ccccc1)c1cnc2ccc(Cl)cc2c1N1CCOCC1	-1	10	-14	16	0	-2	0.92	-2.7
SMILES	PfG6PD inh	ATG4B inhibitor	SENP6 block	SENP8 block	SENP1 FRET inh	NR3A LBD binder	hIAP activ	MPTP block
COc1cccc(CN2CCN(CC(=O)NCCc3ccccc3)CC2)c1	-14	-2	8	13	-2	-1	0.9	0.2
O=S(=O)(c1cccs1)N1CCN(Cc2ccccc2)CC1	37	-1	1	7	1	2	0.93	-0.1
CCCN(CC(=O)Nc1ccccc1Br)CC(=O)Nc1ccc(F)c(F)c1F	19	4	-14	14	0	-10	0.9	5.4
O=C(CSc1nccc(=O)[nH]1)NC1CCCCCC1	2	-3	24	13	0	3	0.98	-1.4
COc1ccc([C@H]2CC(=O)C=C(c3ccccc3C(F)(F)F)C2)cc1	14	11	0	12	0	-8	0.99	0.6
COc1cc(C)nc(N(C)C(C)=O)n1	2	2	-12	7	-5	1	0.94	-0.1
CC1CCCCC1NC(=O)C1CCN(S(=O)(=O)N2CCOCC2)CC1 (stereo not given)	-2	-4	-6	18	2	1	1.1	-3.8
Cc1ccc(OCC(=O)N2CCCCC2)c(Br)c1	-22	-3	7	5	0	17*	1	0.0
Cc1ccc(NC(=O)C2CCN(c3nc(C)cc(C)n3)CC2)cc1	-24	-2	-3	-12	3	2	1.1	-2.0
O=C(Oc1ccc(-c2cnc3ccccc3n2)cc1)c1ccc(Br)o1	9	2	51*	-47	2	-7	1.1	0.7
O=C(Nc1c(Cl)cc(Cl)cc1C(=O)NCc1cccnc1)c1ccc(Cl)cc1Cl	5	6	7	-118	-3	0	0.89	-0.2
Cc1onc(-c2c(Cl)cccc2Cl)c1C(=O)NNC(=O)c1c(-c2c(Cl)cccc2Cl)noc1C	-5	-14	-4	14	0	-5	1.2	12
O=C(Cc1ccc(-n2cccc2)cc1)NCc1ccccc1Cl	-11	26	-13	9	-4	0	0.96	-0.7
CCN(CC(=O)NCc1cccs1)C(=O)c1ccc(S(=O)(=O)Nc2ccccc2)cc1	10	1	1	3	-4	1	0.96	-0.3
O=C(COC(=O)c1cc(=O)[nH]c2ccccc12)NC1CCCCCCC1	-3	-6	-17	-171	5	1	0.97	0.8
CN(C(=O)COC(=O)c1ccccc1NC(=O)c1ccco1)C1CCS(=O)(=O)C1 (stereo not given)	-2	-1	-10	-2	1	-2	1	-1.7
CNC(=O)c1[nH]cnc1C(=O)Nc1cccc(Cl)c1	2	-5	4	20	3	0	1.5	-2.5
Nc1nnc(-c2cn(-c3ccccc3)nc2-c2ccc(Cl)cc2)o1	12	4	-14	-38	-2	25*	0.98	1.0
CCOc1ccc(C2Oc3nc(SC)nnc3-c3ccccc3N2C(C)=O)cc1OC (stereo not given)	-14	8	-4	9	-1	3	0.79	-0.1
Cc1csc(NC(=O)c2cc3c(s2)-c2ccccc2OC3)n1	6	-6	-9	-355	-83	10*	0.94	3.1
COc1ccc(-c2ocnc2C(=O)N2CCN(C(c3ccccc3)c3ccccc3)CC2)cc1	-22	3	-1	4	0	-2	0.97	1.0
COC(=O)c1ccc(CN2C(=O)NC3(CCC(C)CC3)C2=O)cc1 (stereo not given)	-10	3	-8	-7	2	-1	1.1	1.4
O=C(N/N=C/c1ccccn1)c1ccc(NC(=O)c2cccc([N+](=O)[O-])c2)cc1	4	3	3	8	-1	2	1	0.0
Cc1ccccc1NC(=O)C(C)OC(=O)c1ccccc1C(=O)N(C)c1ccccc1 (stereo not given)	0	2	-6	-3	1	2	0.97	0.0
Cc1ccc(C2=NOC(C)(c3sc(-c4ccc(Cl)cc4)nc3C)C2)cc1 (stereo not given)	27	-4	-12	-40	0	-14	1	0.9

Single entries from the results shown:
O=C(N/N=C/c1ccccn1)c1ccc(NC(=O)c2cccc([N+](=O)[O-])c2)cc1 – SENP1 FRET inh: -1
CNC(=O)c1[nH]cnc1C(=O)Nc1cccc(Cl)c1 – MPTP block: -2.5
COc1cccc(CN2CCN(CC(=O)NCCc3ccccc3)CC2)c1 – PfG6PD inh: -14
O=S(=O)(c1cccs1)N1CCN(Cc2ccccc2)CC1 – SENP8 block: 7
CCN(CC(=O)NCc1cccs1)C(=O)c1ccc(S(=O)(=O)Nc2ccccc2)cc1 – NR3A LBD binder: 1
CCCN(CC(=O)Nc1ccccc1Br)CC(=O)Nc1ccc(F)c(F)c1F – MPTP block: 5.4

Additional compounds.
SMILES	PfG6PD inh	ATG4B inhibitor	SENP6 block	SENP8 block	SENP1 FRET inh	NR3A LBD binder	hIAP activ	MPTP block
CCN(Cc1ccncc1)C(=O)c1cc(COc2ccc(F)cc2F)on1	-1	20	-10	-5	2	-2	1	0.3
O=C(CCl)NC(=O)NC12CC3CC(CC(C3)C1)C2	6	11	.	14	2	-2	.	-0.6
Cc1cccc(C)c1NC(=O)CNCC(=O)N(C)C	-4	1	6	6	1	0	0.96	0.4
NNC(=O)c1cc2sccc2s1	-7	0	2	1	2	3	1.1	0.3
Cc1cccc2cc3c(nc12)-c1ccccc1C3=O	8	2	-14	13	-2	2	0.83	-0.5
Fc1cccc(Cc2noc(CN3CCCCC3c3ccccn3)n2)c1 (stereo not given)	-3	11	-28	-3	-2	2	1.1	0.2
Cc1ccc(N(C)S(=O)(=O)c2ccc(C)cc2)cc1	19	10	0	13	-1	0	1	-0.4
C[N+]1(CCCCSc2ccc(O)cc2)CCCCC1	-18	12	-15	18	0	-2	0.99	-0.5
O=C(CCS(=O)(=O)c1ccccc1)Nc1cccc(-c2nc3ccccc3s2)c1	12	-18	37	-35	1	5	0.98	19
CC(C)C(NS(=O)(=O)c1cccc2nsnc12)C(=O)NCc1ccc2c(c1)OCO2 (stereo not given)	4	-4	0	26	0	-1	0.8	-1.0
CS(=O)(=O)N(CC(=O)Nc1ccc(Br)cc1F)C1CCCCC1	-5	-6	2	10	1	-1	1.1	0.5
Cc1ccccc1OCC(O)Cn1c(=N)n(Cc2ccccc2)c2ccccc21 (stereo not given)	-9	8	-18	20	2	0	1.2	14
CCCCc1nnc(NC(=O)C23CC4CC(CC(NC(C)=O)(C4)C2)C3)s1	6	0	-13	9	1	1	1.1	0.2
CCCCCCOc1ccc(C(CC(=O)NC)C(=O)O)cc1 (stereo not given)	-2	-1	-5	4	-1	1	1.1	0.0
CCOc1ccc(NC(=O)CN(c2ccc(C)cc2)S(=O)(=O)c2c(C)nn(C)c2C)cc1	2	-1	15	11	0	1	1.1	-0.2
Cc1noc(C)c1COc1ccc(C(=O)OCC(=O)NCCN2C(=O)CSC2=O)cc1	2	-6	-6	10	3	-2	1.2	0.2
O=C(COc1ccccc1)N(Cc1ccco1)c1ccc(O)cc1	-9	1	-13	10	1	-3	1.1	-3.7
Cc1cc(C)nc(SCC(=O)Nc2ccc(N3CCOCC3)c(Cl)c2)n1	-5	-9	9	11	1	-7	0.99	61*
O=C(NCc1ccccc1)NC(=O)c1ccccc1F	-4	9	-13	3	1	2	1.1	-0.8
CC(=O)N(Cc1ccccn1)Cc1ccco1	6	-12	11	15	0	2	1	1.7
C=CCNc1oc(/C=C/c2ccccc2)nc1C#N	18	-3	-1	-281	-108	-1	0.97	-1.0
Cc1cc(C)c(C#N)c(SCc2ccc(C#N)cc2)n1	10	4	-1	14	-1	5	0.98	1.4
Cc1nc2ccccc2nc1N1CCOCC1	-5	-2	-1	-3	2	2	0.98	-1.9
COc1ccc(-c2nc(-c3cccs3)c(-c3cccs3)[nH]2)cc1OC	12	6	-9	i	4	-8	0.95	-2.0
O=C(c1cnn2c(C(F)(F)F)cc(-c3ccco3)nc12)N1CCc2ccccc2C1	-4	17	-21	-259	-29	-31	0.98	-1.0
O=C(Nc1ccc2c(c1)C(=O)NC2=O)c1cccc(C(F)(F)F)c1	7	-6	0	-373	2	4	1.1	-1.9
O=[N+]([O-])c1ccc(CSc2ccc(S(=O)(=O)N3CCCCCC3)cn2)cc1	18	-6	-5	15	4	2	1	0.0
O=C(CCNS(=O)(=O)c1ccccc1)NCC1CCCCC1	-17	2	-6	15	0	0	1.1	0.1
CC1Cc2ccccc2N1C(=O)COC(=O)Cn1nnc(-c2ccccc2)n1 (stereo not given)	-2	-5	9	19	2	0	1.2	-6.0
Cc1cc(NS(=O)(=O)c2ccc(NC(=O)Nc3ccc4c(c3)OCO4)cc2)no1	-7	-9	67*	13	3	-3	0.89	-0.7

An excerpt from above in order of the ATG4B inhibitor value, highest first.
| mol | PfG6PD inh | ATG4B inhibitor | SENP6 block | SENP1 FRET inh | NR3A LBD binder | hIAP activ | MPTP block |
| --- | --- | --- | --- | --- | --- | --- | --- |
| CCN(Cc1ccncc1)C(=O)c1cc(COc2ccc(F)cc2F)on1 | -1 | 20 | -10 | 2 | -2 | 1 | 0.3 |
| Cc1ccc(N(C)S(=O)(=O)c2ccc(C)cc2)cc1 | 19 | 10 | 0 | -1 | 0 | 1 | -0.4 |
| O=C(NCc1ccccc1)NC(=O)c1ccccc1F | -4 | 9 | -13 | 1 | 2 | 1.1 | -0.8 |
